Screens (PubChem)
VIM-2 inh: inhibitors of Pseudomonas aeruginosa VIM-2 metallo-beta-lactamase; 290,000 compounds, 0.89% hits; purified VIM-2, nitrocefin hydrolysis, epi-absorbance fluorescence; inhibition, % at 5.6 µM; AID 1527;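 active = inhibition above the mean of all tested compounds plus 3 SD, cutoff set per screening run, cut at about 7.5% in these data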;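 note: red hydrolysis product quenches plate fluorescence so inhibitors raise well fluorescence; 0% = enzyme with DMSO and 100% = DMSO without enzyme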
PfM18AAP inh: blocks P. falciparum M18 aspartyl aminopeptidase; recombinant PfM18AAP, H-Glu-NHMec fluorogenic cleavage; inhibition, % at 7.35 µM; 290,000 compounds, 1.2% hits;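 active = inhibition above the campaign mean inhibition over all tested compounds plus 3 SD, cut at about 28% in these data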;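 note: 0% = plate median of test compound wells and 100% = 2 mM ZnCl2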
IDE cell inh: inhibitors of human insulin-degrading enzyme in cells. P14735. HEK cells, FAbetaB cleavage, fluorescence polarization. inhibition, % at 5.59 µM. 320,000 compounds, 0.41% hits. AID 434962;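 active = percent inhibition above the average of all tested compounds plus 3 SD, set per screening campaign, cut at about 16% in these data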;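 note: IDE supplied by intact live HEK cells; FP after avidin binding of uncleaved biotin substrate so inhibition keeps polarization high; 0% = DMSO wells and 100% = 60 µM reference IDE inhibitor Ii1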
PHOSPHO1 block: PHOSPHO1 (human) inhibition; Q8TCT1; recombinant PHOSPHO1, absorbance phosphatase assay; inhibition, % at 13.3 µM; 290,000 compounds, 1.1% hits; AID 1565; in the data active = inhibition above about 60%
Target sequence (Q8TCT1 whole entry, looked up): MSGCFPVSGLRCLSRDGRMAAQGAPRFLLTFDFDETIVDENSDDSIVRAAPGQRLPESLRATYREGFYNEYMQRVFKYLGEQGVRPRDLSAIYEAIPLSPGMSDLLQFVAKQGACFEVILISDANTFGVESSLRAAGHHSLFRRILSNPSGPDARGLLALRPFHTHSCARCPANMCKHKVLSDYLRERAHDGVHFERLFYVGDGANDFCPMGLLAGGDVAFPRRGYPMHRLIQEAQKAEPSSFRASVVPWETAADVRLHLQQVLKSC
IDE cell activ: boosts human insulin-degrading enzyme activity in HEK cells; P14735; FAbeta-B cleavage, fluorescence polarization; 0% vehicle, 100% cell-free pure enzyme wells; 340,000 compounds, 0.073% hits; activation, % at 5.96 µM;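 active = activation above the mean of all tested compounds plus 3 SD, set per screening campaign, cut at about 17% in these data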
GPR7 antag: blocks human GPR7 receptor signaling; P48145; GPR7-expressing cells, fluorescence antagonist assay; inhibition, % at 4.4 µM; 290,000 compounds, 1.1% hits; in the data active = inhibition above about 16%, passing the limit was not always enough;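 note: cells stimulated with the agonist NPW; 0% = agonist with vehicle and 100% = vehicle without agonist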
Target sequence (P48145 whole entry, looked up): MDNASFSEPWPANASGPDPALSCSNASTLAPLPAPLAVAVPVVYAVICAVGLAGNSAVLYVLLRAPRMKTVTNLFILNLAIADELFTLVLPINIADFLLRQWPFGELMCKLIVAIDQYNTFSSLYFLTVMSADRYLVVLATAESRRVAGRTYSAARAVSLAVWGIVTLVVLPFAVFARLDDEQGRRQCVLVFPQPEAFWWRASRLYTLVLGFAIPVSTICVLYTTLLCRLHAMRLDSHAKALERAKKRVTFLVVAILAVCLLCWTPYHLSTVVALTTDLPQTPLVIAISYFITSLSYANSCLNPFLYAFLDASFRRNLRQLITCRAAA
p-CIP stab down: compounds decreasing mouse p/CIP protein stability; Q05BA5; F442A p/CIP-EGFP cells, EGFP fluorescence, 16 h; decrease of EGFP signal, % at 10 µM; 290,000 compounds, 0.01% hits;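 active = EGFP signal decrease of at least 30% at 10 µM or well 3 SD below plate mean, unless failing retest; inactive = the rest, including hits failing retest or dose response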; note: some compounds called inactive have numbers as strong as hits; many of its hits are not listed in these tables
NALP1 yeast inh: inhibitors of NALP1 inflammasome in yeast; S. cerevisiae NALP1/ASC/caspase-1 growth, X-gal OD620, 72 h; inhibition, % at 10 µM; 280,000 compounds, 0.61% hits; AID 2071; in the data active = inhibition mostly above about 24%, no sharp cut-off; inactive = mostly below about 32%; note: some compounds called inactive have numbers as strong as hits
IMP-1 inhibitor: blocks Pseudomonas aeruginosa IMP-1 metallo-beta-lactamase | purified IMP-1, nitrocefin hydrolysis, epi-absorbance fluorescence | inhibition, % at 5.6 µM | 290,000 compounds, 0.45% hits | AID 1556;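 active = inhibition above the mean plus 3 SD of all compounds in the same screening run, cut at about 4.5% in these data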;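 note: 0% = IMP-1 with DMSO and 100% = DMSO wells lacking enzyme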
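Assay system: purified recombinant IMP-1 beta-lactamase. Input: IMP-1 0.2 nM before substrate addition. Buffer or medium: Zinc- and detergent-supplemented HEPES buffer, pH 7.1. Schedule: 25 °C, 15 min preincubation, 25 min reaction. Signal: Epi-absorbance fluorescence, 480 nm excitation, 530 nm emission. Evaluation: percent inhibition from optical density relative to buffer-blank wells.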
* hit, by the source's call.

What do the screens show for `O=C(c1cccnc1)N1CCN(Cc2cccc(F)c2)CC1`?
VIM-2 inh: -1.8; PfM18AAP inh: 14.8; IDE cell inh: 0.4; PHOSPHO1 block: 28.0; IDE cell activ: 0.2; GPR7 antag: 2.4; p-CIP stab down: 1.8; NALP1 yeast inh: 11.1; IMP-1 inhibitor: 0.1

What do the screens show for `c1cnc(Nc2nc(-c3ccc4ccccc4c3)cs2)nc1`?
VIM-2 inh: 0.7; PfM18AAP inh: -12.8; IDE cell inh: -1.5; PHOSPHO1 block: 29.8; IDE cell activ: 1.2; GPR7 antag: 0.0; p-CIP stab down: -10.9; NALP1 yeast inh: 16.2; IMP-1 inhibitor: -1.9

Results for COc1cccc(CNC(=O)C2=C(C)C(=O)OC23CCC(C)CC3)c1 (centres undefined) ?
VIM-2 inh: 0.1; PfM18AAP inh: -8.1; IDE cell inh: 4.3; PHOSPHO1 block: -1.1; IDE cell activ: 4.2; GPR7 antag: 13.8; p-CIP stab down: -1.2; NALP1 yeast inh: -40.0; IMP-1 inhibitor: -1.0

How did O=C(CSc1nc2ccccc2s1)N1CCCCC1 do in these assays?
VIM-2 inh: -4.1; PfM18AAP inh: -13.0; IDE cell inh: 5.7; PHOSPHO1 block: 42.2; IDE cell activ: 0.1; GPR7 antag: 2.4; p-CIP stab down: -3.9; NALP1 yeast inh: 13.1; IMP-1 inhibitor: -4.2

What do the screens show for `COc1ccc(C2CC(c3ccc(OC)cc3)n3nc(NC(=O)c4cccs4)nc3N2)cc1` (centres undefined)?
VIM-2 inh: -5.3; PfM18AAP inh: -10.5; IDE cell inh: 1.1; PHOSPHO1 block: 1.5; IDE cell activ: -2.2; GPR7 antag: 15.1; p-CIP stab down: 2.0; NALP1 yeast inh: 19.1; IMP-1 inhibitor: -2.2

What do the screens show for `COc1cc(C)c(Cl)cc1S(=O)(=O)n1cnc2ccccc21`?
VIM-2 inh: -1.8; PfM18AAP inh: -10.4; IDE cell inh: 0.1; PHOSPHO1 block: 8.5; IDE cell activ: 0.5; GPR7 antag: 1.1; p-CIP stab down: -2.7; NALP1 yeast inh: 12.8; IMP-1 inhibitor: -1.2

What do the screens show for `Brc1ccc(-c2noc(-c3ccccc3)n2)o1`?
VIM-2 inh: -3.1; PfM18AAP inh: 0.3; IDE cell inh: 4.5; PHOSPHO1 block: 51.2; IDE cell activ: 1.6; GPR7 antag: -13.7; p-CIP stab down: -1.3; IMP-1 inhibitor: -4.2

Results for CSc1cnc2c(=O)n(C)c(=O)[nH]c2n1 ?
VIM-2 inh: 0.3; PfM18AAP inh: 1.5; IDE cell inh: -0.8; PHOSPHO1 block: -9.0; IDE cell activ: 4.0; GPR7 antag: -3.7; p-CIP stab down: -4.3; NALP1 yeast inh: 25.2; IMP-1 inhibitor: -1.7

How did Cn1cccc1/C=N/n1c(-c2ccco2)n[nH]c1=S do in these assays?
VIM-2 inh: 1.6; PfM18AAP inh: 18.4; IDE cell inh: -1.9; PHOSPHO1 block: -5.2; IDE cell activ: 2.2; GPR7 antag: 3.1; p-CIP stab down: -16.9; NALP1 yeast inh: -2.3; IMP-1 inhibitor: -3.4

How did CCc1nc2ccccc2c(C(=O)OCCN2C(=O)c3ccccc3C2=O)c1C do in these assays?
VIM-2 inh: -0.3; PfM18AAP inh: 1.1; IDE cell inh: 2.9; PHOSPHO1 block: 12.4; IDE cell activ: 1.8; GPR7 antag: -4.6; p-CIP stab down: -1.4; NALP1 yeast inh: 13.3; IMP-1 inhibitor: 1.9

What do the screens show for `Cc1cccc(C)c1NC(=O)CNC(=O)c1ccccc1`?
VIM-2 inh: -4.2; PfM18AAP inh: 3.9; IDE cell inh: 2.4; PHOSPHO1 block: 30.4; IDE cell activ: 2.3; GPR7 antag: -8.7; p-CIP stab down: -11.7; NALP1 yeast inh: 4.9; IMP-1 inhibitor: -3.3

What do the screens show for `Cc1cccc(Cc2ccc(Cl)nn2)c1`?
VIM-2 inh: -0.2; PfM18AAP inh: -1.2; IDE cell inh: 10.5; PHOSPHO1 block: 20.2; IDE cell activ: 2.9; GPR7 antag: 2.4; p-CIP stab down: 6.7; NALP1 yeast inh: 18.3; IMP-1 inhibitor: -3.3

What do the screens show for `N#CCCN(Cc1ccccc1)C(=O)c1nccnc1C(=O)O`?
VIM-2 inh: 0.8; PfM18AAP inh: 6.0; IDE cell inh: 5.0; PHOSPHO1 block: 20.3; IDE cell activ: 1.1; GPR7 antag: -9.2; p-CIP stab down: 4.0; NALP1 yeast inh: 1.7; IMP-1 inhibitor: -2.7

What do the screens show for `C=CCNc1nc(-c2ccc(O)c(C(N)=O)c2)cs1`?
VIM-2 inh: -0.3; PfM18AAP inh: 7.6; IDE cell inh: -4.2; PHOSPHO1 block: 44.4; IDE cell activ: 1.0; GPR7 antag: 2.6; p-CIP stab down: -3.4; NALP1 yeast inh: -0.8; IMP-1 inhibitor: -0.5

Results for COc1ccc(CCNC(=O)Cn2ccc3cc(S(=O)(=O)N4CCCC4)ccc32)cc1OC ?
VIM-2 inh: -1.4; PfM18AAP inh: 4.9; IDE cell inh: 4.3; PHOSPHO1 block: 14.4; IDE cell activ: 3.3; GPR7 antag: -9.4; p-CIP stab down: -8.2; NALP1 yeast inh: 11.6; IMP-1 inhibitor: -4.4

Results for CCOc1ccc(OCCCCn2ccnc2)cc1 ?
VIM-2 inh: 0.3; PfM18AAP inh: 1.6; IDE cell inh: 6.3; PHOSPHO1 block: -10.5; IDE cell activ: 0.6; GPR7 antag: -3.3; p-CIP stab down: -4.2; NALP1 yeast inh: 45.3; IMP-1 inhibitor: -0.2

How did Cc1cc(C(=O)CSc2nncs2)c(C)n1-c1c(C)n(C)n(-c2ccccc2)c1=O do in these assays?
VIM-2 inh: -2.8; PfM18AAP inh: 3.1; IDE cell inh: 5.0; PHOSPHO1 block: 50.4; IDE cell activ: -0.8; GPR7 antag: -10.3; p-CIP stab down: -8.2; NALP1 yeast inh: 2.2; IMP-1 inhibitor: -2.6

How did COc1ccc(C(=O)CSc2nnc(-c3ccc(C)cc3)o2)cc1 do in these assays?
VIM-2 inh: -0.8; PfM18AAP inh: -9.3; IDE cell inh: 4.5; PHOSPHO1 block: 7.0; IDE cell activ: 4.5; GPR7 antag: -11.2; p-CIP stab down: -12.5; NALP1 yeast inh: 26.0; IMP-1 inhibitor: -4.1

How did CCn1cc(C(=O)NCC2CCCO2)c(=O)c2cc(S(=O)(=O)N(C)C)ccc21 (centres undefined) do in these assays?
VIM-2 inh: -0.8; PfM18AAP inh: -3.7; IDE cell inh: 2.6; PHOSPHO1 block: -7.7; IDE cell activ: 3.8; GPR7 antag: -13.2; p-CIP stab down: -9.4; NALP1 yeast inh: 2.2; IMP-1 inhibitor: -3.8

Results for COc1ccc(C(=O)N2CCC(n3nccc3NC(=O)C3CC3)CC2)cc1F ?
VIM-2 inh: 2.5; PfM18AAP inh: 6.0; IDE cell inh: -0.9; PHOSPHO1 block: 43.1; IDE cell activ: 2.0; GPR7 antag: -8.6; p-CIP stab down: 4.2; NALP1 yeast inh: 17.4; IMP-1 inhibitor: -1.0

How did COCc1cc(C)nc(OCC(=O)N/N=C/c2ccc(O)cc2)c1C#N do in these assays?
VIM-2 inh: -3.4; PfM18AAP inh: -0.2; IDE cell inh: 1.9; PHOSPHO1 block: 1.4; IDE cell activ: -1.9; GPR7 antag: -4.7; p-CIP stab down: -4.6; NALP1 yeast inh: 25.6; IMP-1 inhibitor: -1.8

How did Cc1c(Cl)c([N+](=O)[O-])nn1CCCC(=O)Nc1cccc(Cl)c1Cl do in these assays?
VIM-2 inh: -3.5; PfM18AAP inh: -8.6; IDE cell inh: 0.9; PHOSPHO1 block: -2.4; IDE cell activ: 4.2; GPR7 antag: -4.8; p-CIP stab down: 0.2; NALP1 yeast inh: 22.3; IMP-1 inhibitor: -3.9

What do the screens show for `CCC(C)(C(=O)NC1CCCC1)N(C(=O)CC1NC(=O)NC1=O)c1c(C)n(C)n(-c2ccccc2)c1=O` (centres undefined)?
VIM-2 inh: -2.9; PfM18AAP inh: -3.6; IDE cell inh: -2.8; PHOSPHO1 block: 2.0; IDE cell activ: -1.5; GPR7 antag: -14.2; p-CIP stab down: 12.8; NALP1 yeast inh: 6.4; IMP-1 inhibitor: -2.3

What do the screens show for `O=C(c1ccc(F)cc1F)N1CCC(N2CCC(C(=O)N3CCOCC3)CC2)CC1`?
VIM-2 inh: -0.5; PfM18AAP inh: -5.6; IDE cell inh: 2.2; PHOSPHO1 block: 34.4; IDE cell activ: 0.8; GPR7 antag: -2.2; p-CIP stab down: -0.2; NALP1 yeast inh: 11.6; IMP-1 inhibitor: 1.5

Results for COc1cc(/C=N/NC(=O)c2ccc(F)cc2)ccc1OC(=O)c1ccco1 ?
VIM-2 inh: -3.5; PfM18AAP inh: 0.7; IDE cell inh: 2.6; PHOSPHO1 block: -3.9; IDE cell activ: -2.1; GPR7 antag: 5.1; p-CIP stab down: 1.9; NALP1 yeast inh: -14.1; IMP-1 inhibitor: -1.8

How did O=C(NCc1ccccc1)N1CCC(CO)(Cc2cccc(F)c2)CC1 do in these assays?
VIM-2 inh: -1.5; PfM18AAP inh: 3.8; IDE cell inh: 1.2; PHOSPHO1 block: 41.5; IDE cell activ: 7.0; GPR7 antag: 2.7; p-CIP stab down: 3.1; NALP1 yeast inh: -4.1; IMP-1 inhibitor: 1.7

How did Cc1ccc2[nH]c(=O)c(CN(CCCN3CCOCC3)C(=O)Nc3cccc(Cl)c3)cc2c1 do in these assays?
VIM-2 inh: -1.1; PfM18AAP inh: -0.2; IDE cell inh: 9.5; PHOSPHO1 block: -2.0; IDE cell activ: -1.2; GPR7 antag: -0.4; p-CIP stab down: -6.6; NALP1 yeast inh: 17.7; IMP-1 inhibitor: 0.2

Results for COc1ccccc1C(=O)N(Cc1ccccc1)c1ccc(C)cc1 ?
VIM-2 inh: -2.2; PfM18AAP inh: 6.7; IDE cell inh: 3.0; PHOSPHO1 block: 18.5; IDE cell activ: -1.2; GPR7 antag: -8.4; p-CIP stab down: -12.9; NALP1 yeast inh: 9.8; IMP-1 inhibitor: -2.3

Results for Cn1cccc1Cc1nnc(SCC(=O)NCC2CCCO2)n1CCc1ccccc1 (centres undefined) ?
VIM-2 inh: -4.0; PfM18AAP inh: -1.0; IDE cell inh: -2.6; PHOSPHO1 block: 34.6; IDE cell activ: 8.3; GPR7 antag: -10.8; p-CIP stab down: -10.0; NALP1 yeast inh: 4.0; IMP-1 inhibitor: -2.0

How did COc1ccc(NS(=O)(=O)c2cc(C)ccc2C)cc1 do in these assays?
VIM-2 inh: -3.5; PfM18AAP inh: 2.6; IDE cell inh: 0.9; PHOSPHO1 block: -11.0; IDE cell activ: 3.4; GPR7 antag: -1.7; p-CIP stab down: -23.9; NALP1 yeast inh: -32.8; IMP-1 inhibitor: -2.0

For convenience, some entries already given.
Results for Cn1cccc1Cc1nnc(SCC(=O)NCC2CCCO2)n1CCc1ccccc1 (centres undefined) ?
VIM-2 inh: -4.0; PfM18AAP inh: -1.0; IDE cell inh: -2.6; PHOSPHO1 block: 34.6; IDE cell activ: 8.3; GPR7 antag: -10.8; p-CIP stab down: -10.0; NALP1 yeast inh: 4.0; IMP-1 inhibitor: -2.0

How did COc1ccc(NS(=O)(=O)c2cc(C)ccc2C)cc1 do in these assays?
VIM-2 inh: -3.5; PfM18AAP inh: 2.6; IDE cell inh: 0.9; PHOSPHO1 block: -11.0; IDE cell activ: 3.4; GPR7 antag: -1.7; p-CIP stab down: -23.9; NALP1 yeast inh: -32.8; IMP-1 inhibitor: -2.0
